# SIRT5 inh = blocks human SIRT5 desuccinylation of peptide. Purified SirT5, succinyl-peptide AMC, trypsin-coupled fluorescence. actives 1.1% (n = 330,000). AID 652115. Q9NXA8. inhibition, % at 15 µM; in the data active = inhibition above about 15%; inconclusive = no clear call, values can overlap the other calls
# Target sequence (Q9NXA8 whole entry, looked up): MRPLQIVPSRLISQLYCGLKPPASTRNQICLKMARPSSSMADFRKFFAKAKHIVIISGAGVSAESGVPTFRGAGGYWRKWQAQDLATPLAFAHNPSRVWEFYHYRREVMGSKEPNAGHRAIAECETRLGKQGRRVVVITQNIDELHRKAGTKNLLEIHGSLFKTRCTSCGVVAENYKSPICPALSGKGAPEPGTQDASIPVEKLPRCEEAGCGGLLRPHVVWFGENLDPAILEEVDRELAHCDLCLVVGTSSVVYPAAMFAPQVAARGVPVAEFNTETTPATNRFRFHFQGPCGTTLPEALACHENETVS
# Statin myotox sup = suppressors of simvastatin-induced myotoxicity in C2C12 myotubes | actives 0.78% (n = 330,000) | AID 602340 | ATP luminescence, 48 h; scaled: DMSO 0, geranylgeraniol control 100 | rescue of ATP level, % at 7.49 µM;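 active = mean ATP rescue above about 67%, or every replicate alone reaching that limit, limit read from the data, passing the limit was not always enough; inconclusive = no clear call, values can overlap the other calls; inactive = mean under the limit and some replicate under it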;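 note: myotubes were challenged with 10 µM simvastatin during compound exposure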
# ARNT TACC3 PPI = ARNT/TACC3 interaction disruption; AlphaScreen His-ARNT PAS-B/GST-TACC3 binding, luminescence; TACC3 fragment carries E629A point mutation; inhibition, % at 9.99 µM; AID 623870; actives 0.66% (n = 390,000);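 active = mean inhibition of replicates at least 50% and at least half of replicates each reaching 50%; inconclusive = half or more replicates reach 50% but mean below 50%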;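 note: 0% = complete ARNT plus TACC3 wells and 100% = ARNT alone without TACC3; many hits fall short of the cut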
# Cneo AK release = causes C. neoformans cell lysis; adenylate kinase release luminescence, 4 h; normalised: neutral wells 0, clomiphene wells 100; lysis activity, % at 15 µM; actives 0.2% (n = 360,000);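 active = mean lysis activity across replicates of at least 80%, whatever share of replicates individually reach that level; inactive = mean lysis activity below 80%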
#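 Material – Cryptococcus neoformans yeast cells · Quantity – 5 × 10^6 yeast cells/mL · Buffer or medium – YPD medium · Compound – single dose · Timing – 4 h static compound exposure, 37 °C, read 1 h post-reagent · Signal – adenylate kinase release luminescence · Read-out basis – lysis from increased AK signal · Benchmarks – Clomiphene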
# esBAF inh = inhibitors of esBAF chromatin remodeling in mouse ES cells | reporter increase, % at 12.5 µM | Bmi1-luciferase knock-in reporter, 24 h; 100% = twice the neutral-well signal | actives 2% (n = 350,000); in the data active = activation above about 40%; inconclusive = no clear call, values can overlap the other calls;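 note: 0% = median of the plate's neutral control wells and 100% = double that signal; a rise in the Bmi1 reporter signal indicates esBAF inhibition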
# ERp5 block = ERp5 (human) disulfide isomerase inhibition. ERp5 insulin aggregation, absorbance 650 nm, 90 min. inhibition, % at 9.99 µM. actives 0.05% (n = 350,000). AID 651711;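 active = mean replicate inhibition above about 25%, with every replicate also reaching it, limit read from the data, passing the limit was not always enough; inconclusive = only one of those two criteria met; inactive = neither criterion met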
# Target sequence (Q15084 whole entry, looked up): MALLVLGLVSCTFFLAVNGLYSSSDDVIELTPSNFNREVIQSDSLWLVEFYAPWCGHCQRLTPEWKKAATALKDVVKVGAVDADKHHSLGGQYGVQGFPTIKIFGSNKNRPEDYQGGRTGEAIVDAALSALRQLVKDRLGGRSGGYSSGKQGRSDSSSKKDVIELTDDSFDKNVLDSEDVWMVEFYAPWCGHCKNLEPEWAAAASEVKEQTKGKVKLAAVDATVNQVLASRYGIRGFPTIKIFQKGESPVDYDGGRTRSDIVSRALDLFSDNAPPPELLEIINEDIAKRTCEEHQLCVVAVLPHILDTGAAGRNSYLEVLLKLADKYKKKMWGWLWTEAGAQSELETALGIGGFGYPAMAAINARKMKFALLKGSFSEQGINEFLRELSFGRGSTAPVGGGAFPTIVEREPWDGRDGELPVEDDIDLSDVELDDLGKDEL
# miR-122 sensor = miR-122 inhibition in Huh7 cells. activation (reporter increase), % at 12.5 µM. actives 0.3% (n = 340,000). Huh7 miR-122 Renilla luciferase sensor, 48 h; neutral wells = 0, positive control = 100;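 active = mean replicate activation score at least 90 and every replicate individually at or above 90; inconclusive = only one of the two criteria met; inactive = neither criterion met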;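 note: higher luciferase means less miR-122 activity so hits act as miR-122 inhibitors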
# The depositor's hits bear a star; ? = inconclusive; · = not tested or not shown; & = joins results of further samples; [ ] = dose if it differs, or a comment.
# Below each compound: SIRT5 inh	Statin myotox sup	ARNT TACC3 PPI	Cneo AK release	esBAF inh	ERp5 block	miR-122 sensor
> COc1ccc(-n2c(C)cc(/C=C3\C(=N)N4N=C(CC(=O)N5CCOCC5)SC4=NC3=O)c2C)cc1
    -1	2	-7	2	5	6	-4
> CNC[C@H]1OCCCC[C@H](C)Oc2ccc(NS(=O)(=O)c3ccccc3)cc2C(=O)N([C@@H](C)CO)C[C@H]1C
    2	7	22	0	-6	-2	1[16.7 µM]
> C[C@H](CO)N1C[C@H](C)[C@H](CN(C)C(=O)NC2CCCCC2)Oc2c(NC(=O)c3ccc(-c4nccs4)cc3)cccc2C1=O
    0	-15	-1	0	-2	1	-1[16.7 µM]
> COc1ccc(NC2=C(NCCO)C(=O)c3ccccc3C2=O)cc1
    0	·	60*	·	·	0	·
> C#CCN1CCc2onc(-c3ccccc3OC)c2C1=O
    -3	2	·	-1	-2	-1	37
> CCn1cc(CN2CCC(n3nccc3NC(=O)c3ccc4c(c3)OCO4)CC2)c(C)n1
    0	·	7	0	·	3	1
> C[C@H]1CN([C@@H](C)CO)C(=O)c2cc(NC(=O)Cc3cn(C)c4ccccc34)ccc2O[C@H]1CN(C)C(=O)Nc1ccc2c(c1)OCO2
    1	1	6	9	12	6	-7[16.7 µM]
> CCOC(=O)N1CCN(C(=O)COc2ccc([N+](=O)[O-])cc2)CC1
    0	·	-5	·	·	-5	·
> O=C(CNC(=O)C1CCCCC1)OCC(=O)c1ccc(Cl)s1
    -3	7	-7	3	-8	4	-4
> CN(C)Cc1cc(C(C)(C)C)cc(N2CCOCC2)c1O
    ·	-2	0	0	6	-2	-3
> CCCn1c(SCC(=O)Nc2cccc(C)n2)nnc1-c1ccco1
    ·	-2	-1	0	-1	·	-4
> Cc1cccc(NC(=O)CSCC(=O)Nc2ccc(S(=O)(=O)N3CCCCC3)cc2)c1
    -1	0	0	-10	-11	-4	-1
> Cc1ccc(-c2nc(N)sc2CC(=O)OCC(=O)NCC2CCCO2)cc1 (stereo unspecified)
    -5	·	-6	·	·	1	·
> O=C1Nc2cc(C(=O)NCCN3CCCCCC3)ccc2S/C1=C/c1ccccc1F
    -4	-10	·	1	-1	2	-31
> CCOc1ccccc1C(=O)Nc1ccc(-n2nncc2C(C)(C)C)cc1
    3	-4	-2	1	4	2	3
> COc1cccc(Cn2cnc3c(NS(=O)(=O)c4cc(Cl)ccc4Cl)c(C)c(C)cc32)c1
    ·	-5	-1	3	-16	·	13
> CC1CCCCC1NC(=O)c1ccncc1 (stereo unspecified)
    6	2	-3	-1	-2	4	-3
> Oc1ccc(Cl)cc1C1=NNC(c2cc(Br)cc3c2OCOC3)C1 (stereo unspecified)
    -1	·	22	·	·	5	·
> CN1C(=O)c2cc(NC(=O)c3cnccn3)ccc2OC[C@H]2O[C@@H](CC(=O)N[C@H]3CCN(Cc4ccccc4)C3)CC[C@H]21
    5	-19	12	-4	-23	0	27[16.7 µM]
> COc1cccc2c1C(=O)c1c(O)c3c(c(O)c1C2=O)CC(O)(C(C)=NNC(=O)c1ccc(Cl)c(Cl)c1)CC3OC1CC(N)C(O)C(C)O1 (stereo unspecified)
    -4	·	26	·	·	-3	-22
> CCC(CC)c1nc(NCCC(=O)O)c2ccccc2n1
    ·	-1	0	7	-7	·	-6
> Cc1noc(C)c1NC(=O)N(C)C[C@@H]1OCc2cn(nn2)CCCC(=O)N([C@H](C)CO)C[C@@H]1C
    ·	-7	·	·	-2	·	-7[16.7 µM]
> O=C(CCc1nnc2ccc(NCc3ccccc3)nn12)NC1CCCCC1
    -5	10	1	-2	-1	2	-1
> CCS(=O)(=O)N1CCN(c2cccc(C)c2C)CC1
    ·	-4	0	3	1	·	-6
> O=C(NCC1CCCO1)c1cc(C(=O)C2CCCCC2)c[nH]1 (stereo unspecified)
    -3	-1	-2	1	15	-3	-6
> C=CCn1c(SCC(=O)Nc2ccc(F)cc2)nnc1-c1cnccn1
    -1	-22	19	0	-5	1	1
> C[C@@H]1CCCCO[C@H](CN(C)C)[C@H](C)CN([C@@H](C)CO)C(=O)c2cc(NC(=O)c3ccccc3)ccc2O1
    1	-23	-2	-2	3	-2	11[16.7 µM]
> CN1C(=O)c2cc(NC(=O)c3cnccn3)ccc2OC[C@H]2O[C@H](CC(=O)NCC3CCCCC3)CC[C@H]21
    ·	?	·	0	1	·	·
> COC(=O)COc1ccc(S(=O)(=O)NCc2ccccn2)cc1
    3	0	-10	1	-12	7	1
> CC(=O)NCCC(=O)Nc1ccc(C)c(F)c1
    ·	1	-2	-2	-4	·	-5

# 2 consecutive entries already listed, quoted:
# Below each compound: SIRT5 inh	Statin myotox sup	ARNT TACC3 PPI	Cneo AK release	esBAF inh	ERp5 block	miR-122 sensor
> COc1ccc(-n2c(C)cc(/C=C3\C(=N)N4N=C(CC(=O)N5CCOCC5)SC4=NC3=O)c2C)cc1
    -1	2	-7	2	5	6	-4
> CNC[C@H]1OCCCC[C@H](C)Oc2ccc(NS(=O)(=O)c3ccccc3)cc2C(=O)N([C@@H](C)CO)C[C@H]1C
    2	7	22	0	-6	-2	1[16.7 µM]

# Further results.
# Below each compound: SIRT5 inh	Statin myotox sup	ARNT TACC3 PPI	Cneo AK release	esBAF inh	ERp5 block	miR-122 sensor
> CC1=C(C)CC(C(=O)NNC(=O)c2ccccc2)C(C(=O)O)C1 (stereo unspecified)
    ·	5	-2	1	39	·	-7
> O=C(COC(=O)c1cc(S(=O)(=O)N2CCOCC2)ccc1O)Nc1ccc2c(c1)OCO2
    -2	33	-1	6	-1	3	-7
> COc1cccc(C(c2sc3nc(C)nn3c2O)N2CCC3(CC2)OCCO3)c1 (stereo unspecified)
    -4	·	-1	·	·	4	-3
> Cc1ccc(NC(=O)Cn2nnc3ccccc32)cc1
    0	·	·	-2	·	1	2
> CCOC(=O)c1c(NC(=O)CSc2nnc(C)c(=O)[nH]2)sc2c1CCCC2
    ·	0	-7	4	-4	·	-14
> CCOc1ccc(Cn2c(C)nc([N+](=O)[O-])c2SCC(O)CCl)cc1[N+](=O)[O-] (stereo unspecified)
    3	9	1	1	-3	-5	3
> COc1nnc(-c2ccc(N3CCOCC3)c(NC(=O)C3CCCCC3)c2)c2ccccc12
    ·	-15	-3	-3	4	·	-5
> COc1cc(C2C(C#N)=C(C)NC(C)=C2C#N)cc(OC)c1OC
    ·	-9	·	2	-13	·	1
> C=CCc1c(NCCO)nc(C)[nH]c1=O
    ·	8	-9	-1	3	·	3
> O=C(COc1cccc(C(F)(F)F)c1)NCC(c1ccco1)N1CCCCC1 (stereo unspecified)
    2	·	2	·	·	-2	-4
> COc1ccc(C(=O)NNC(=O)C(=O)NC2CCCCC2)cc1
    -2	0	10	4	1	-1	-1
> C[C@@H]1CN([C@@H](C)CO)C(=O)Cc2cc(NC(=O)CCCCCC(=O)Nc3ccccc3N)ccc2O[C@@H]1CN(C)S(C)(=O)=O
    0	-11	21	8	-6	16	4[16.7 µM]
> Cc1cc(-c2nnc3n2N=C(C(C)(C)C)CS3)n[nH]1
    ·	3	2	1	-6	·	4
> CCOC(=O)c1sc2ncnc(N3CCN(C)CC3)c2c1C
    2	·	13	·	·	-6	·
> CCN(CC)S(=O)(=O)c1ccc(OC)c(NC(=O)COc2ccccc2[N+](=O)[O-])c1
    -4	·	-4	·	·	1	·
> Cc1ccccc1-c1nc(CS(=O)(=O)CC(=O)NCCCN2CCN(C)CC2)c(C)o1
    -2	-2	0	-1	3	0	-4
> CCOCCn1c(CN2CCN(C(c3ccccc3)c3ccccc3)CC2)nc2c1c(=O)n(C)c(=O)n2C
    -3	46	1	-1	1	3	·
> Cc1cc(C)cc(C(=O)NC(=S)Nc2ccc3c(c2)OCCO3)c1
    2	·	-4	·	·	1	·
> CN(C)CCCN(Cc1cc2cc3c(cc2[nH]c1=O)OCO3)C(=S)Nc1ccccc1
    -4	1	10	·	13	-1	·
> Cn1cnc(S(=O)(=O)N2CCCCC2c2cc(C(=O)Nc3ccc(F)c(Cl)c3)no2)c1 (stereo unspecified)
    ·	5	·	1	45*	1	-1
> CCC1CCc2c(sc3nc(SCC(=O)NCc4ccco4)n(-c4ccccc4)c(=O)c23)C1 (stereo unspecified)
    ·	16	7	-2	8	·	·
> Cc1ccc(NC2=NCCCCC2)cc1C
    ·	4	-3	1	5	·	-1
> O=C(O)c1ccccc1-c1ccccc1C(=O)NCc1cccnc1
    -3	-3	-4	·	-7	-6	·
> C[C@H]1CN([C@@H](C)CO)C(=O)Cc2cc(NC(=O)Nc3ccc(F)cc3)ccc2O[C@H]1CN(C)Cc1ccc(Oc2ccccc2)cc1
    -3	31	-8	-2	-1	2	-3[16.7 µM]
> Cc1ccc(/C(O)=C/c2nc3cc(C)ccc3oc2=O)cc1
    -2	·	·	2	·	2	2
> C[C@H]1CN([C@@H](C)CO)C(=O)c2cccc(NC(=O)Nc3ccc4c(c3)OCO4)c2O[C@@H]1CN(C)S(C)(=O)=O
    -3	·	1	-6	8	-4	0[16.7 µM]
> C(=C\c1ccccc1)/CN1CCN(C(c2ccccc2)c2nnnn2-c2ccc3c(c2)OCCO3)CC1 (stereo unspecified)
    3	0	·	2	-16	1	12
> CCCc1nc2sc3c(c2c(=O)n1NC(=O)CCC(=O)OC)CCCC3
    -1	·	-6	·	·	3	·
> CC(Oc1ccc(F)cc1)C(=O)/C=C\N(C)C (stereo unspecified)
    ·	23	-10	-4	3	·	-1
> Cc1noc(C)c1NC(=O)N(C)C[C@@H]1Oc2c(NC(=O)NC(C)C)cccc2C(=O)N([C@@H](C)CO)C[C@@H]1C
    1&-1	0	-4&-3	2&3	-4&-2	-2&1	-1[16.7 µM]
> CCOc1ccc(/C=N/NC(=O)c2cc(-c3ccccc3)nc3ccccc23)cc1O
    -1	-2	-6	1	-4	4	7
> Cc1nc(N2CCN(C)CC2)c2sc(=S)n(-c3ccccc3)c2n1
    ·	4	8	-1	10	1	·
> Cc1ccc(C(=O)NCC(=O)OCC(=O)NCCc2ccccc2)s1
    -5	11	-10	·	2	-7	-4
> CN(C)Cc1cccc(-c2ccccc2)c1O
    -3	-4	-2	·	-4	-4	?
> Cc1cc(C)c(C(N)=O)c(SCC(=O)c2cc(C)n(-c3cc(C)on3)c2C)n1
    3	-17	·	·	-26	7	·
> Cc1cc(C)cc(C(=O)OCC(=O)N2CCCC2)c1
    2	8	-3	1	9	1	5
> N#CC1(C#N)C(c2ccccc2)OC23CCCCC2C1(C#N)C(=N)O3 (stereo unspecified)
    ·	·	9	0	·	·	7
> CC(Nc1cccc2ccccc12)C(=O)N/N=C/c1ccccn1 (stereo unspecified)
    ·	7	67*	-2	-7	·	14
> C[C@@H]1CN([C@@H](C)CO)C(=O)Cc2cc(NC(=O)c3ccncc3)ccc2O[C@@H]1CN(C)Cc1ccncc1
    -1	-14	5	4	3	7	3[16.7 µM]
> Cc1noc(C)c1NC(=O)N(C)C[C@@H]1OCCCC[C@H](C)Oc2ccc(NC(=O)Nc3ccc4c(c3)OCO4)cc2C(=O)N([C@H](C)CO)C[C@@H]1C
    0	-1	-7	2	-2	-3	13[16.7 µM]
> CCOC(=O)c1c(NC(=O)NC(C)(C)C)sc2c1CCN(C)C2
    0	-10	-4	-9	2	4	5
> N#C/C(=C(/O)c1ccco1)c1nc2ccccc2s1
    0	-5	40&15	-2	58*	6	6
> O=C(CSc1nncs1)Nc1ccc(Cl)cc1C(F)(F)F
    0	-2	-1	1	-6	4	·
> C[C@@H]1CN([C@@H](C)CO)C(=O)c2cc(NS(=O)(=O)c3cn(C)cn3)ccc2O[C@@H](C)CCCCO[C@H]1CN(C)C(=O)Nc1cccc2ccccc12
    ·	·	18	-13	27	·	2[16.7 µM]
> Cc1cccc(-c2nc(CS(=O)CC(=O)N3CCN(C)CC3)c(C)o2)c1 (stereo unspecified)
    -3	-1	20	-3	-4	-2	1
> Cc1cc2cc(CN(Cc3nnnn3C3CCCCC3)CC3CCCO3)c(=O)[nH]c2cc1C (stereo unspecified)
    2	·	4	·	·	-2	·
